Compound activity from PubChem.
bIAP activator = intestinal alkaline phosphatase (bovine) activation; hit rate 0.17% among 200,000; purified bovine IAP, CDP-star luminescence, 30 min; stronger effect = higher value; fold of DMSO-control signal, blank-subtracted; AID 1016; activation factor at 20 µM;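 active = activation factor of 2 or more at 20 µM, a signal rise over negative controls twice the positive control's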
TNAP act hi DEA = activators of human TNAP at high phosphate acceptor concentration | 200,000 tested, under 10 active | AID 1136 | purified TNAP, CDP-star luminescence, 1 M DEA, 30 min; stronger effect = higher value; 0 = EDTA background, 1 = DMSO-only activity | P05186 | activation factor at 20 µM;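 active = activation factor at least 2 at 20 µM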
Target sequence (P05186 whole entry, looked up): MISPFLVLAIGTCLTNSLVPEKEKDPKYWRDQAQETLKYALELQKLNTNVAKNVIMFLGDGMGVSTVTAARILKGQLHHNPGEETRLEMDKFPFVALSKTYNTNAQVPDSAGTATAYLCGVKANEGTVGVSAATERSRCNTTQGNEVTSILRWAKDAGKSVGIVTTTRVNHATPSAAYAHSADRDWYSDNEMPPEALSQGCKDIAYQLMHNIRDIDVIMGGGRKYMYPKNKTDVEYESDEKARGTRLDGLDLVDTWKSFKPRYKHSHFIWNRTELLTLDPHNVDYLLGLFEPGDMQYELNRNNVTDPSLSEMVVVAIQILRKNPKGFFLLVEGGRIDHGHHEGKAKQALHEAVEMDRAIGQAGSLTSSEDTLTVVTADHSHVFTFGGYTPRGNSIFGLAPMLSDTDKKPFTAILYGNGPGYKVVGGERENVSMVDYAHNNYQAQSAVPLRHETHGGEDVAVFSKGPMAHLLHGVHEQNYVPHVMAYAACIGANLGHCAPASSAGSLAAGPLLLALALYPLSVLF
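Assay system: human TNAP; Input: enzyme diluted 1/800 final; Reagent: CDP-star luminogenic substrate at 100 µM final; Timing: 30 min, room temperature; Signal: luminescence; Evaluation: TNAP activation factor scaled between EDTA and DMSO control wells.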
L major viab = Leishmania major promastigote growth inhibition | inhibition, % at 10 µM | hit rate 9% among 200,000 | Leishmania major promastigotes, resazurin fluorescence viability; in the data active = inhibition above about 50%;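 also: promastigotes grown with compound for 44 hours at 28 °C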
APP transl inh = APP translation inhibition. SH-SY5Y APP 5'UTR-luciferase reporter, luminescence. inhibition, % at 2 µM. hit rate 0.82% among 190,000. AID 1285;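 active = inhibition above a set limit, derived from the sample mean plus 3 SD, cut at about 45% in these data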; also: values of inactives mirror those of a sister screen read the other way
TNAP inh hiacc = blocks human TNAP under high phosphate acceptor concentration | P05186 | purified TNAP, CDP-star luminescence, 1 M DEA | inhibition, % at 20 µM | hit rate 0.03% among 200,000;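 active = over 50% inhibition of tissue-nonspecific alkaline phosphatase at 20 µM in the single-dose screen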;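 also: plate controls were DMSO wells for no effect and EDTA-quenched wells as full inhibition for full effect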
RAM network inh = inhibitors of the yeast RAM network. inhibition, % at 50 µM. S. cerevisiae dse1pr::URA3 reporter, 5-FOA growth OD615, 2 d; analog-sensitive cbk1-as2 kinase mutant strain. hit rate 1.8% among 190,000. AID 868;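 active = inhibition above a set limit, 3 SD over mean compound inhibition, cut at about 8.4% in these data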;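 also: 0% = DMSO-only wells with no growth and 100% = 10 µM 1-NA-PP1 full growth; inhibition rescues growth on 5-FOA so higher OD means more RAM inhibition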
FLuc inh counter = inhibits firefly luciferase, flagging false hits in luciferase inhibition screens; P08659; ATPLite firefly luciferase biochemical luminescence, 10 min; inhibition, % at 10 µM; hit rate 1.5% among 200,000; AID 1006;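 active = inhibition above about 50% when tested at 10 µM, limit read from the data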
Target sequence (P08659 whole entry, looked up): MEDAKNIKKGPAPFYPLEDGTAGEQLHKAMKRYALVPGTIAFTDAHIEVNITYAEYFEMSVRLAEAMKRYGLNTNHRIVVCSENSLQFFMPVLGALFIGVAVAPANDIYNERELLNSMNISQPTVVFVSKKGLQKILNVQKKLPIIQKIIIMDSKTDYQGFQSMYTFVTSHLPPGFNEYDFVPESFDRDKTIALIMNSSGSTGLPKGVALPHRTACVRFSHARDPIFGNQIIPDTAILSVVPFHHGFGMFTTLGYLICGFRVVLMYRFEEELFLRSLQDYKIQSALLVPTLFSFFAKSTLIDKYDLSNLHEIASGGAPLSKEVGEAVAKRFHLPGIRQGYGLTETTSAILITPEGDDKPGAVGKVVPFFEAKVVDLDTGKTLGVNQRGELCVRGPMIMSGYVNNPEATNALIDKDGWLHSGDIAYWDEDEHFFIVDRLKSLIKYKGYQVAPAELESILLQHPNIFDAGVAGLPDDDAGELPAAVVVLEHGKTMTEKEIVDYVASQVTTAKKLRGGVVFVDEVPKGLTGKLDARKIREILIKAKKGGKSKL
bIAP inhibitor = blocks bovine intestinal alkaline phosphatase activity; 190,000 tested, under 10 active; inhibition, % at 20 µM; purified bovine IAP, CDP-star luminescence, 30 min;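 active = over 50% inhibition of intestinal alkaline phosphatase at 20 µM in the single-dose screen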
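Incubation: 30 min reaction at room temperature / Material: purified bovine intestinal alkaline phosphatase (IAP) enzyme / Input: enzyme at 1/65,000,000 dilution / Dosing: 20 µM single dose / Signal: CDP-star luminescence signal / Reagent: CDP-star chemiluminescent phosphatase substrate, 30 µM final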
FLuc stim CS = firefly luciferase counter-screen for stimulation assays. P08659. ATPlite luciferase biochemical, luminescence, 10 min; 0 = ATP-free wells, 1 = DMSO control. 200,000 tested, under 10 active. AID 1027. activation factor at 10 µM;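 active = luciferase activation factor, scaled between plate controls, of at least 2 with compound at 10 µM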
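System: cell-free luciferase reagent; medium: PBS as buffer for the ATP substrate; doses: test compounds dosed from 2 mM stocks in 100% DMSO; incubation: 10 min, room temperature; measured by: luminescence from luciferase reaction; read-out: luciferase activation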
TNAP inh no acc = inhibitors of human TNAP without phosphate acceptor; P05186; purified TNAP, CDP-star luminescence, 30 min; inhibition, % at 20 µM; hit rate 0.26% among 200,000;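 active = tissue-nonspecific alkaline phosphatase inhibition above about 50% at 20 µM in the single-dose screen, limit read from the data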;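 also: 0% = DMSO negative control and 100% = EDTA positive control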
An asterisk follows results filed as active.

SMILES	bIAP activator	TNAP act hi DEA	L major viab	APP transl inh	TNAP inh hiacc	RAM network inh	FLuc inh counter	bIAP inhibitor	FLuc stim CS	TNAP inh no acc
COC(=O)C1=NN(C(=O)c2ccc(Br)cc2)C(O)(C(C)(C)C)C1 (stereo not given)	1.1	1	-6	9	0	1.4	-6	-10	1.1	-54
Cc1ccccc1C(=O)N(C)Cc1ccccc1	0.9	1	-12	-8	-1	1.2	-6	13	1.1	-7
C/C(=N\OCC(=O)NC(C)C)c1cccs1	1	1.1	5	-22	-6	0.4	-7	1	1.1	-2
Cc1c(Cl)c([N+](=O)[O-])nn1Cc1ccc(C(=O)Nc2ccc(Cl)cn2)o1	1.1	1	14	8	-2	2.9	-12	-10	1.1	0
CCOC(=O)c1c(/N=C/N(C)C)sc(C=O)c1-c1ccccc1	1.2	1	5	2	-2	2.3	-9	-20	1.1	-3
CC1=CCC2C(=O)N(c3ccc(Br)cc3C)C(=O)C2C1 (stereo not given)	0.8	1	-4	-13	-4	-0.1	-6	20	1.1	-2
CCn1c(SCC(=O)Nc2ccc(N(C)C)cc2)nnc1-c1cccc(C)c1	1.1	1.1	5	-2	-6	0.1	-4	-6	1	-7
CC(C(=O)Nc1ccc2c(c1)OCO2)N(c1ccc(Cl)cc1)S(C)(=O)=O (stereo not given)	0.9	1	97*	-8	4	0.0	8	9	0.9	-3
CCOc1cc(/C=N/NC(=O)COc2nc(C)cc(COC)c2C#N)ccc1O	0.7	1	-3	-1	4	2.5	-4	26	1	2
CCOC(=O)NN1C(=O)c2ccccc2NC1c1ccc(OC)c(OC)c1 (stereo not given)	1	1	-6	-4	1	1.2	-6	2	1.1	-9
CCOc1cc(N2CCOCC2)c(OCC)cc1NC(=O)Cc1cccc2ccccc12	1	1	16	10	-2	0.5	-4	1	1	-11
COc1ccc(NC(=O)CCN2CCCCCC2)c(OC)c1	1	1.1	-2	11	-8	1.6	-7	1	1.1	-1
O=C(O)CCNc1cc2ccccc2cc1C(=O)O	0.6	1	12	22	1	-0.3	-2	36	1	-8
O=C(CCc1ccc(Oc2cc([N+](=O)[O-])cc([N+](=O)[O-])c2)cc1)N1CCCCCC1	1.4	1	98*	4	4	6.5	1	-35	1	-17
COC(=O)c1ccc2c(c1)N(Cc1cc(C)ccc1C)C(=O)c1ccccc1S2=O (stereo not given)	0.9	1	-4	28	0	0.5	-4	13	1	-7
CCOC(=O)c1ccc(NC(=O)CSc2ccc(-c3cccnc3)nn2)cc1	0.9	1	29	-19	-4	-1.1	0	5	1	-10
Cn1c(N)c(C(=O)COC(=O)c2cccs2)c(=O)n(C)c1=O	1	1	-6	12	-3	0.3	-7	1	1.1	-6
Cc1ccc(/C=C(\NC(=O)c2ccccc2)C(=O)NC(Cc2ccccc2)C(=O)O)cc1 (stereo not given)	1	1	21	11	1	1.9	-5	-3	1.1	-12
CCOc1cc(NC(=S)NCC2CCCO2)c(OCC)cc1NC(=O)c1cccc(C)c1 (stereo not given)	1	1	0	-10	-1	3.9	-5	-1	1.1	-3
O=C(Nc1ccccc1)N(Cc1cccs1)C1CCCC1	0.7	1.1	4	0	-6	2.0	0	26	1	-12
CCOc1ccc(S(=O)(=O)NC2CC2)cc1C(N)=O	1	1	-4	-11	-2	1.4	-1	0	1	-2
CCc1ccc(N=C2N=C(N)c3ccccc32)cc1	0.9	1.1	2	-22	-6	0.5	92*	8	0.1	-11
O=C(/C=C/c1ccoc1)c1ccccc1O	0.9	1	76*	-31	4	0.0	7	12	0.9	4
Cc1cc(-n2cnnn2)ccc1C(C)C	1.1	1	-4	-37	-4	0.1	2	-7	1	-11
CC1CCCCC1NC(=O)COC(=O)c1c2c(nc3ccccc13)/C(=C/c1ccco1)CC2 (stereo not given)	1	0.9	34	-5	12	6.5	2	1	1	-2

Going on with the list.
SMILES	bIAP activator	TNAP act hi DEA	L major viab	APP transl inh	TNAP inh hiacc	RAM network inh	FLuc inh counter	bIAP inhibitor	FLuc stim CS	TNAP inh no acc
COc1ccc(N2C(=O)c3ccccc3NC23C(=O)N(C)c2ccccc23)cc1 (stereo not given)	1	1	0	-5	3	-0.1	-2	0	1	-4
CCN(CC)S(=O)(=O)c1ccc(NC2c3ccccc3C(=O)N2Cc2ccco2)cc1 (stereo not given)	1	1.1	11	17	-7	4.9	-8	0	1.1	10
CCCCN(CCCC)C(=O)c1ccccc1NC(=O)CN1C(=O)c2ccccc2C1=O	0.9	1.1	-7	-17	-7	-0.3	5	6	1	0
Cc1cccc(CN(C)CCc2ccccn2)c1	0.9	1	-5	12	-4	0.8	-12	8	1.1	-15
O=C(C[n+]1cc(-c2ccccc2)n2c1CCC2)Nc1nc(-c2ccccc2)cs1	1	1	-2	6	4	1.3	-1	4	1	-16
O=C(COC(=O)c1cncc(Br)c1)Nc1ccc2c(c1)OCO2	0.9	1	-6	32	-4	1.1	-6	13	1.1	-11
COc1ccc(CNC(=O)c2cc3c(s2)CN(Cc2ccccc2)C3)cc1	1.1	1.1	1	8	-5	2.9	-2	-6	1	0
CCOC(=O)C(C(=O)OCC)C(C#N)c1ccccc1 (stereo not given)	1	1	-4	12	-3	3.3	-9	-2	1.1	-8
O=C(CCCN1C(=O)c2ccccc2C1=O)Nc1c2c(nc3c1CCC3)CCC2	1	1.1	2	-2	-8	0.8	-7	1	1.1	3
CCN(CC)CCNC(=O)CCn1c(=S)[nH]c2cc3c(cc2c1=O)OCO3	0.9	1	-1	-4	-4	0.5	-8	9	1.1	-2
COC(=O)c1ccccc1NC(=O)N1CCN(C(=O)c2ccco2)CC1	0.9	1	-6	-8	-1	0.7	-5	5	1.1	-6
COc1cc2c(C(=O)N3CCCc4ccccc43)cn(C)c(=O)c2cc1OC	1.1	1.1	-4	8	-9	-0.1	-1	-7	1	-5
COc1ccccc1Nc1nc(N)nc(CSCCO)n1	0.8	1	10	-7	-4	0.7	-5	19	1	-11
CCOC(=O)N1CCN(C(=O)COc2ccccc2[N+](=O)[O-])CC1	1	1.1	-3	13	-8	4.1	-6	-4	1.1	-1
O=C(Nc1ccc(CN2CCCCC2)cc1)c1c(F)c(F)c(F)c(F)c1F	0.8	1	6	23	-3	3.5	-7	17	1.1	-6
C/C(=N\NC(=S)Nc1ccccc1C)c1ccc(O)cc1	1.1	0.9	0	-27	6	-0.1	16	-6	0.8	-6
Cc1cc(NC(=O)c2ccccc2)ncc1NC(=O)c1cccs1	1.1	1	-2	-92	0	0.9	16	-8	0.8	-1
O=C(/C=C/c1ccc[nH]1)c1ccc(F)cc1	1	0.9	2	-68	6	-0.1	24	-3	0.8	4
COc1ccc(CCNC(=O)CCc2nc3ccccc3[nH]2)cc1OC	1	1	-6	2	-4	1.9	1	4	1	-10
Cc1cc(OCC(=O)O/N=C(\N)c2ccccc2)cc(C)c1Cl	0.9	1	-5	1	-3	7.3	-4	13	1	-6
CCN1CCN(CC(O)COc2ccc(C)c(C)c2)CC1 (stereo not given)	1	1	84*	12	-3	-0.6	-2	1	1	-4
Cc1cccc(-c2nsc(SCC(=O)c3ccc(Cl)cc3)n2)c1	0.8	1	-3	6	0	2.5	-4	24	1	-37
CS(=O)(=O)Nc1ccc(C2=NN(C(=O)c3ccco3)C(c3ccccc3F)C2)cc1 (stereo not given)	0.9	1.1	4	1	-6	5.2	1	14	1	-12
O=C(C(c1ccccc1)c1ccccc1)N1CCN(Cc2ccncc2)CC1	1	1.1	34	-17	-7	1.4	-8	2	1.1	-19
N/C(=N\OC(=O)c1ccco1)c1cccc([N+](=O)[O-])c1	1	1.1	-5	-38	-8	0.5	39	-5	0.6	-5

Next section.
SMILES	bIAP activator	TNAP act hi DEA	L major viab	APP transl inh	TNAP inh hiacc	RAM network inh	FLuc inh counter	bIAP inhibitor	FLuc stim CS	TNAP inh no acc
Cc1ccc(C(=O)NC(=S)Nc2c(C)ccc3nsnc23)cc1	1	1	-6	-13	3	1.2	0	-2	1	-3
Cc1ccc(NC2=C/C(=N\S(=O)(=O)c3cccs3)c3ccccc3C2=O)c(C)c1	1	0.8	101*	-105	25	4.3	6	2	0.9	18
CC(=O)Nc1ccccc1/C=C/c1ccc2c(C)ccc(O)c2n1	1	1	-10	-6	4	0.9	1	2	1	0
COc1ccccc1C(=O)C1Nc2ccccc2-c2nnc(SC)nc2O1 (stereo not given)	1	1	0	12	4	1.3	-5	3	1.1	-4
S=C1NC(c2ccccc2)=NCN1c1ccc(Cl)cc1	0.8	1	-6	1	-4	4.6	0	19	1	-17
O=C(/C=C/c1ccccc1)NNC(=O)c1cccnc1	1.3	1	-10	11	-3	0.7	-7	-30	1.1	-2
CCOC(=O)c1ccc(Nc2ccc(-c3ccc(OC)c(OC)c3)nn2)cc1	0.9	1	46	13	-5	4.9	-9	7	1.1	1
N#C/C(=C/c1cn(CC(=O)O)c2ccccc12)c1ccc(F)cc1	1	1.1	-4	-3	-6	6.5	-3	-4	1	-8
Cc1ccc(SCC(=O)Nc2ncc(C)s2)cc1	1	1	5	-1	-3	-0.6	5	5	0.9	-4
CC/C(=N\NC(=O)c1cccnc1)c1ccc2c(c1)OCCO2	1	1	0	2	-5	1.0	2	1	1	-5
COc1cc(NC(=O)c2ccccc2)c(OC)cc1NC(=O)CN1CCOCC1	1	1.1	-3	0	-8	1.3	-3	-4	1	-16
CCOC(=O)N1CCN(c2c(NCCN(C)Cc3ccccc3)c(=O)c2=O)CC1	1	1	-8	-3	-4	-0.8	0	0	1	-8
CCCc1cc(Nc2cccc(OCC)c2)n2ncnc2n1	1.2	1.1	14	5	-7	1.8	-5	-17	1.1	-7
Cc1ccccc1C(=O)NC(=S)N(C)CCc1ccccn1	1	1	-12	-5	-2	0.5	-8	-2	1.1	2
O=C(O)c1cccc(N2CCCC2)c1	1	1	-7	-14	-1	0.0	-4	5	1	-12
Cc1oc(-c2cccs2)nc1CN1CCC(C(=O)N2CCCC2)CC1	1.1	1	1	-7	-1	-0.6	-6	-7	1.1	-7
O=C1c2ccccc2CC1Sc1nnc(-c2ccncc2)o1 (stereo not given)	1.2	1	18	-9	1	0.8	-5	-20	1.1	-28
CCOC(=O)c1c(CN2CCOCC2)n(-c2ccccc2)c2cc(Br)c(O)c(CN(C)C)c12	1	1.1	12	18	-5	0.7	-4	-2	1	-9
CCOC(=O)CN1C(=O)S/C(=C/c2ccc(O)c([N+](=O)[O-])c2)C1=O	1.1	0.8	52*	12	18	4.6	-2	-14	1	31
O=C(O)Cn1c(SCc2cccc3ccccc23)nc2ccccc21	1	1	-5	-2	-4	1.6	4	2	1	0
